Screens from PubChem.
FN deposit inh = fibronectin deposition inhibition; AH1F fibroblasts, Alexa488-fibronectin deposition fluorescence, overnight; inhibition, % at 12.6 µM; 0.086% of 350,000 active;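 active = mean inhibition across replicates of 30% or more, regardless of how many single replicates reach that level; inconclusive = mean under 30% yet at least half of replicates reach 30%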;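 also: positive control wells lacked labelled fibronectin entirely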
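Material: AH1F fibroblast monolayer depositing Alexa488-labelled fibronectin into matrix / Amount: 10000 AH1F cells per well / Signal: fluorescence 485/525 nm / Medium: DMEM, 2% serum / Compound: single dose, pinned / Incubation: 1 h cell adhesion before compound, then overnight fibronectin incubation / Reagent: Alexa488-FN, 24 nM final / Read-out: inhibition of fibronectin deposition signal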
DENV2 CPE rescue = inhibitors of DENV2 cytopathic effect | DENV2-infected cells, cytopathic effect rescue, plate reader | CPE inhibition, % at 9.99 µM | 1.7% of 350,000 active; in the data active = CPE inhibition above about 20%, passing the limit was not always enough; inconclusive = no clear call, values can overlap the other calls; tested in BHK-21 cells;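 also: 0% = median of neutral control wells and 100% = median of positive control wells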
INS-1E GSIS act = GLuc luminescence reporter in INS-1E cells, primary screen for activators of glucose-dependent secretion of insulin; INS-1E GLuc reporter insulin secretion, 2-3 h; activation, % at 16.6 µM; 0.61% of 370,000 active; AID 743287;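 active = lowest replicate activation of at least 40%, so every replicate reaches that level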;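 also: 0% = median of neutral control wells and 100% = median of IBMX positive control wells; some compounds called inactive have numbers as strong as hits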
miR122 inh = miR-122 inhibition in Huh7 cells. Huh7 miR-122 Renilla luciferase sensor, 48 h; neutral wells = 0, positive control = 100. activation (reporter increase), % at 12.5 µM. 0.3% of 340,000 active. AID 602342;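 active = mean replicate activation score at least 90 and every replicate individually at or above 90; inconclusive = only one of the two criteria met; inactive = neither criterion met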;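 also: higher luciferase means less miR-122 activity so hits act as miR-122 inhibitors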
PAX8 reporter = inhibitors of PAX8 transcriptional activity in RMG-I cells | inhibition, % at 12.6 µM | 1.2% of 360,000 active | RMG-I TPO-luciferase reporter, SteadyGlo, 24 h;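 active = mean replicate inhibition at least 60% with every replicate also reaching 60%; inconclusive = only one of the two criteria is met; inactive = mean below 60% and not all replicates reaching 60%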;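 also: luciferase light reporting Pax8 driven TPO promoter activity; plate controls were median of neutral control wells for no effect and mitoxantrone controls for full effect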
EWS-Fli inh = blocks EWS/Fli oncoprotein-driven transcription; A673 NR0B1-luciferase reporter, viability-normalised; 0.67% of 350,000 active; AID 651661; inhibition, % at 12.6 µM;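 active = mean inhibition of at least 50% after viability correction, with every replicate also passing that limit; inconclusive = mean reaches 50% but only one of two replicates passes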;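 also: firefly luciferase signal divided by Alamar Blue viability fluorescence both relative to DMSO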
F508del corr = CFTR F508del correction in bronchial cells; CFBE cells, YFP halide quenching; stimulated with forskolin plus potentiator P3; % fluorescence drop versus neutral controls; activity (quench increase), % at 7.58 µM; 0.36% of 350,000 active; AID 720511;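 active = mean added fluorescence quench of at least 8% versus neutral control, with both replicates also reaching 8%; inconclusive = only one of the mean or replicate conditions met; inactive = mean below 8% and not both replicates reaching 8%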;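 also: cells transiently co-express mutant CFTR-F508del with the halide-sensitive YFP; corrector assay measuring rescue of mutant channel to the surface after 24 h compound exposure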
An asterisk follows results filed as active; u = inconclusive; x = not tested or not shown; & = joins results of further samples; [ ] = remark or other dose.

Order of values – FN deposit inh	DENV2 CPE rescue	INS-1E GSIS act	miR122 inh	PAX8 reporter	EWS-Fli inh	F508del corr
CC(C)NC(=O)N(C)C[C@H]1Oc2c(NS(=O)(=O)c3ccc(Cl)cc3)cccc2C(=O)N([C@@H](C)CO)C[C@H]1C
    -14	7	6	-3[16.7 µM]	-18	-5	-0.4
CCOC(=O)/C(C#N)=C/C=C1/C=CC=CN1C
    1	-6	x	0	-57	-37	1.1
CCCNC(=O)CCc1c(C)nc2nc(-c3cc(OC)cc(OC)c3)nn2c1C
    6	x	x	-6	-5	x	x
COc1ccccc1OCc1ccc(C(=O)NCC2CCCO2)cc1 (centres undefined)
    -3	10	5	-7	-12	-13	-2.7
C[C@@H]1CCCCO[C@H](CN(C)C(=O)CCCN(C)C)[C@H](C)CN([C@@H](C)CO)C(=O)c2cc(NS(=O)(=O)c3ccc(Cl)cc3)ccc2O1
    -2	19	17	4[16.7 µM]	20	-2	0.0
COC(=O)/C(=C\C(=O)c1ccc([N+](=O)[O-])cc1)Nc1ccc(OC)cc1
    -4	2	-8	2	14	6	1.8
CC(=O)Nc1ccc(S(=O)(=O)Nc2ccc3c(c2)n(C)c(=O)n3C)c(C)c1
    -10	1	98*	156*	1	20	0.4
Nc1c(C=C2C=CC(=O)C=C2)c(=O)nc2snc(SCc3ccccc3)n12
    4	-4	1	0	-21	-1	-0.4
COCC(=O)N(C)C[C@H]1Oc2ncc(C#CCC3CCCC3)cc2C(=O)N([C@@H](C)CO)C[C@@H]1C
    7	-4	15	37[16.7 µM]	x	0	-2.1
Cc1c(C(=O)NCCSCc2c(F)cccc2Cl)cnn1-c1ccc(Cl)cc1
    -8	2	x	-1	6	11	0.2
CCOc1ncccc1C(=O)OCC(=O)Nc1ccc(C(N)=O)cc1
    1	-1	1	1	-6	8	3.0
C[C@H]1CN([C@@H](C)CO)C(=O)c2cc(C3=CCCC3)cnc2O[C@H]1CN(C)Cc1ccc(C(=O)O)cc1
    2	-5	-7	-18[16.7 µM]	9	-9	-3.2
COc1ccc(CNC(=O)[C@@H]2CC=C[C@@H]3CCN(C4CC4)C(=O)[C@@H]32)cc1
    11	11	-2	-1	7	-10	3.3
Cc1cc2c(NC3CCCCC3)ncnc2s1
    7	-5	-10	-4	2	13	-0.6
Cc1nn(-c2ccccc2)c(C)c1C(=O)NCc1cccs1
    -1	x	7	-4	12	x	x
COc1ccccc1S(=O)(=O)N1C[C@H](O)COC[C@@H]2O[C@@H](CC(=O)O)CC[C@H]21
    -6	2	20	-3[16.7 µM]	-4	2	0.0
O=C1CCC(=O)N(O)CCCCCNC(=O)CCC(=O)N(O)CCCCNC(=O)CCC(=O)N(O)CCCCCN1
    x	87*	x	-1	x	8	-2.8
COc1cccc(C(=O)Nc2ccc3c(c2)C(=O)N(C)[C@@H]2CC[C@@H](CC(=O)N[C@@H](C)c4ccccc4)O[C@@H]2CO3)c1
    -12	x	-18	-6[16.7 µM]	-8	2	-0.3
CC1CCCC(NC(=O)CCNC(=O)c2ccc(Cl)cc2)C1C (centres undefined)
    4	-1	-4	x	8	-3	-0.4
Cc1ccc(C(=O)NCCc2ccc(F)cc2)s1
    1	-2	5	-4	-86	-63	-1.1

Nine of the compounds above, tab-delimited.
Compound	FN deposit inh	DENV2 CPE rescue	INS-1E GSIS act	miR122 inh	PAX8 reporter	EWS-Fli inh	F508del corr
C[C@H]1CN([C@@H](C)CO)C(=O)c2cc(C3=CCCC3)cnc2O[C@H]1CN(C)Cc1ccc(C(=O)O)cc1	2	-5	-7	-18[16.7 µM]	9	-9	-3.2
COc1ccc(CNC(=O)[C@@H]2CC=C[C@@H]3CCN(C4CC4)C(=O)[C@@H]32)cc1	11	11	-2	-1	7	-10	3.3
Cc1cc2c(NC3CCCCC3)ncnc2s1	7	-5	-10	-4	2	13	-0.6
Cc1nn(-c2ccccc2)c(C)c1C(=O)NCc1cccs1	-1	x	7	-4	12	x	x
COc1ccccc1S(=O)(=O)N1C[C@H](O)COC[C@@H]2O[C@@H](CC(=O)O)CC[C@H]21	-6	2	20	-3[16.7 µM]	-4	2	0.0
O=C1CCC(=O)N(O)CCCCCNC(=O)CCC(=O)N(O)CCCCNC(=O)CCC(=O)N(O)CCCCCN1	x	87*	x	-1	x	8	-2.8
COc1cccc(C(=O)Nc2ccc3c(c2)C(=O)N(C)[C@@H]2CC[C@@H](CC(=O)N[C@@H](C)c4ccccc4)O[C@@H]2CO3)c1	-12	x	-18	-6[16.7 µM]	-8	2	-0.3
CC1CCCC(NC(=O)CCNC(=O)c2ccc(Cl)cc2)C1C (centres undefined)	4	-1	-4	x	8	-3	-0.4
Cc1ccc(C(=O)NCCc2ccc(F)cc2)s1	1	-2	5	-4	-86	-63	-1.1

Later entries
Order of values – FN deposit inh	DENV2 CPE rescue	INS-1E GSIS act	miR122 inh	PAX8 reporter	EWS-Fli inh	F508del corr
OC[C@@H]1Nc2ccc(-c3cccc(F)c3)cc2[C@@H]2[C@H]1CCN2Cc1ccncc1
    16	6	6	x	x	x	-2.5
Cc1ccc(C)n1CCN1CCN(S(=O)(=O)c2ccc(F)cc2F)CC1
    1	0	9	x	-2	4	1.2
COc1ccccc1C#Cc1ccc2c(c1)O[C@H](CN(C)Cc1ccccc1)[C@H](C)CN([C@@H](C)CO)S2(=O)=O
    x	11	7	-2[16.7 µM]	x	8	-1.6
CCOC(=O)c1sc(NS(=O)(=O)c2ccccc2)nc1C
    x	7	16	10	x	-4	0.6
CC(C)NC(=O)N(C)C[C@@H]1Oc2c(NC(=O)c3ccc(-c4nccs4)cc3)cccc2C(=O)N([C@H](C)CO)C[C@@H]1C
    x	8	6	1[16.7 µM]	x	3	2.1
O=C1CCC[C@@H]2C[C@@]3(C[C@@H]4CCN1[C@H]24)Nc1cc(Cl)c(Cl)cc1NC3=NCc1ccccc1
    17	-14	x	4	13	-21	2.0
NC(=O)C1CCN(CC(O)COCc2ccccc2Cl)CC1 (centres undefined)
    0	1	0	x	14	-8	2.0
O=C(Nc1ccccc1C(=O)NCCCN1CCOCC1)c1ccc(F)cc1
    x	-1	-6	x	-8	-3	1.7
CSC1=NC2(CCCCC2)CC12C=CC(=O)C=C2
    -5	4	0	x	16	7	-1.8
O=C(NC(=S)NCC1CCCO1)c1ccc(Br)o1 (centres undefined)
    0	x	4	x	-80	-34	0.2
CC(C)CCN1CCC[C@]2(N[C@H](c3ccccc3)[C@@H]3C(=O)N(Cc4ccccc4)C(=O)[C@@H]32)C1=O
    10	-7	7	-5	5	2	-1.7
CCCCCc1nc(N)c(C#N)c(-c2ccco2)c1CCCC
    -2	x	x	-3	5	x	x
COc1ccc(C(O)c2nc(-c3cccc4cccnc34)cs2)cc1 (centres undefined)
    1	2	5	-3	1	-5	0.4
C[C@H](CO)N1C[C@H](C)[C@H](CN(C)Cc2ccc3c(c2)OCO3)Oc2c(NC(=O)NC3CCCCC3)cccc2C1=O
    -2	0	-12	46[16.7 µM]	8	11	0.6
O=C(Nc1ccccc1N1CCCC1)c1cc(=O)[nH]c2ccccc12
    -2	-6	0	-8	4	7	1.2
COc1cccc(-c2cc(C(=O)N3CCN(Cc4ccc5c(c4)OCO5)CC3)on2)c1
    3	-4	-11	-3	12	2	-1.5
COCCCNC(c1ccccc1)c1ccncc1 (centres undefined)
    5	x	x	-6	2	x	x
O=C(NCC[C@H]1CC[C@@H](NS(=O)(=O)c2ccc(Cl)cc2)[C@@H](CO)O1)Nc1ccc(F)cc1
    -8	-8	5	x	-27	-8	-2.0
Cc1ccc(S(=O)(=O)N2CCC[C@H]2C(=O)OCc2nc3ccccc3s2)cc1
    5	-2	x	x	11	-3	-2.7
CCCCCCN(C(=O)CCCCCN1C(=O)NC(c2ccc(-c3ccccc3)cc2)C(C(=O)OCc2ccccc2)=C1C)C(C(=O)NCCCC)c1ccc(-c2ccccc2)cc1 (centres undefined)
    3	-6	9	x	-5	-13	0.4
CCn1c2ccccc2c2cc(NC(=O)COc3ccc(OC)cc3)ccc21
    -1	x	x	15	12	x	x
C[C@@H]1CCCCO[C@@H](CN(C)S(=O)(=O)c2ccc(F)cc2)[C@@H](C)CN([C@H](C)CO)C(=O)c2cc(N(C)C)ccc2O1
    14&-4	u	11&-4	-4	8&8&7	7&-3	0.5&-1.0&2.2
CN1CCN(C(=O)C[C@H]2CC[C@H]3[C@@H](COC[C@H](O)CN3C(=O)Nc3cc(Cl)cc(Cl)c3)O2)CC1
    -14	2	-8	-5[16.7 µM]	9	9	-2.8
CCN(CC)CCN(C(=O)c1cccc(N2C(=O)CCC2=O)c1)c1nc2cc3c(cc2s1)OCO3
    8	-4	10	-1	-8	-3	1.4
Cc1cccc(S(=O)(=O)N2C[C@@H](O)COC[C@@H]3O[C@H](CC(=O)N4CCN(C)CC4)CC[C@H]32)c1
    3	4	3	-5[16.7 µM]	-8	-1	2.7
Cc1ccn2cc(CCNC(=O)COc3ccccc3)nc2c1
    5	-12	3	-4	-17	-8	-0.2
COc1ccc(CCN2C(=NC(=O)CC(C)C)SC3CS(=O)(=O)CC32)cc1OC (centres undefined)
    2	3	x	x	9	0	0.0
COc1ccc(CNC(=O)C2CCCN2C(=O)Nc2cccc(Cl)c2)cc1 (centres undefined)
    -3	-8	x	4	7	1	-3.2
COc1ccc(NC(=O)C/C(C)=N/NC(=O)COc2ccc(OC)cc2)cc1
    -7	0	13	x	1	-7	-0.6
O=C(NNC(=S)NC(=O)c1cccs1)c1ccc(O)cc1
    -5	-2	10	-1	-13	x	-7.6
CC(C)(C)C1N=C(c2ccc3ccccc3c2)OC1=O (centres undefined)
    7	-9	15	-10	12	-6	-0.7
C[C@H](CO)N1C[C@H](C)[C@H](CN(C)C(=O)Nc2ccc3c(c2)OCO3)OCCCC[C@H](C)Oc2ccc(NC(=O)Nc3cccc4ccccc34)cc2C1=O
    -3	-1	13	-1[16.7 µM]	3	1	2.1
COc1ccc(CC(=O)N2CCN(c3ccccc3OC)CC2)cc1
    -7	-2	3	10	30	0	-1.3
O=c1[nH]cc(CCCc2ccccc2)c(=O)[nH]1
    -4	3	3	x	-7	-7	3.0
COc1cc2c(cc1C=O)OC(C)C2 (centres undefined)
    1	5	1	-4	-22	-84	-0.3
C[C@@H]1CN([C@@H](C)CO)C(=O)c2c(c3ccccc3n2C)-c2ccccc2CO[C@H]1CN(C)Cc1ccc(C(=O)O)cc1
    0	x	12	x	x	-4	-3.8
O=C(CSc1nnc(CNC(=O)c2ccccc2)o1)Nc1ccc2c(c1)OCO2
    7	1	4	x	-1	8	4.6
Cc1ccc(N(CC(=O)NCc2ccccc2)C(=O)c2csnn2)c(C)c1
    4	7	10	1	2	4	-2.0
C[C@H]1CCCCO[C@H](CN(C)S(=O)(=O)c2cn(C)cn2)[C@@H](C)CN([C@@H](C)CO)C(=O)c2cc(NS(=O)(=O)c3ccccc3)ccc2O1
    4&-6	-3&8	1&27	-1	-10&16	-1&-38	-1.1&3.1
O=C(C1CCC1)N1CC(=O)N2[C@@H](CO)[C@H](c3ccc(Br)cc3)[C@@H]2C1
    14	-2	6	x	-8	-2	2.4
CC(NC(=O)c1ccc(Br)cc1)c1ccc2c(c1)CCCC2 (centres undefined)
    -12	x	-16	-8	22	x	x
